Screens: PubChem BioAssay, National Center for Advancing Translational Sciences (NCATS)
Pf growth 96h = P. falciparum growth inhibition at 96 hour, primary screen for plastid delayed-death inhibitors | P. falciparum luciferase reporter growth, 96 h | Potency, µM (doses to about 28.7 µM), for inactives: at the top dose activity change, negative = inhibition, hits mostly inhibitors | 320,000 compounds, 6.9% hits | AID 504834; also: potency is read from the fitted curve at half-maximal effect; % is scaled to controls: 0 for no effect and ±100 for the full control effect
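Parasite growth measured via integrated firefly luciferase reporter in P. falciparum. Infected erythrocytes at 2% hematocrit, 0.05% parasitemia final were treated 96 hours at 37 C under 5% CO2, and luminescence was read.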
Shiga inhibitor = Shiga toxin inhibition; Vero cells, Shiga toxin protein synthesis inhibition reporter; inhibition, % at 38.7 µM; 290,000 compounds, 9.2% hits; AID 2315; in the data active = inhibition mostly above about 28%, no sharp cut-off; inactive = mostly below about 43%; also: 0% is about no effect
Cycloheximide cs = counter-screen hit for Shiga toxin inhibitors, cycloheximide; cell reporter, cycloheximide protein synthesis inhibition counterscreen; max response, %; 300,000 compounds, 12% hits; in the data active = max response mostly above about 13%, no sharp cut-off; inactive = mostly below about 14%; also: read at 38.3 µM for the half of the compounds with a filed dose; 0% is about no effect
LmPK inhibitor = LmPK (Leishmania mexicana) enzyme inhibition | Q27686 | purified LmPK, Kinase-Glo ATP luminescence, 1 h | Potency, µM (doses to about 57.5 µM), inactives show at the top dose activity change, negative = inhibition, usual class: inhibitors | 290,000 compounds, 0.37% hits | AID 1721; also: potency is read from the fitted curve at half-maximal effect; % is scaled to controls: 0 for no effect and ±100 for the full control effect
Target sequence (Q27686 whole entry, looked up): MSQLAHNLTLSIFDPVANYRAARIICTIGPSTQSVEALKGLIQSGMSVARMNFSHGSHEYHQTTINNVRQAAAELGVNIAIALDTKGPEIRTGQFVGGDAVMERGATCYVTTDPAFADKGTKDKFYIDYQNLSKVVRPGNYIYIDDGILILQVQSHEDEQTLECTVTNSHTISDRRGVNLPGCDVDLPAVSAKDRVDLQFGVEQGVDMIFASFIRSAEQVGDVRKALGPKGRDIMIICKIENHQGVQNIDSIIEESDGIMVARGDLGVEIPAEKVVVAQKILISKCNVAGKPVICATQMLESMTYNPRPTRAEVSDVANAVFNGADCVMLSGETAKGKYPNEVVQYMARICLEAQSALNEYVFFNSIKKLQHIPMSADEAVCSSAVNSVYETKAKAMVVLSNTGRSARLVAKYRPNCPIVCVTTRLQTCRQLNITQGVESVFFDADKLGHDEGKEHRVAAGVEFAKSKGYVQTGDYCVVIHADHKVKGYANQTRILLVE
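Purified LmPK (0.1 nM) converted ADP (0.1 mM) to ATP with PEP (0.5 mM) in imidazole buffer pH 7.2 with KCl and MgCl2, 1 h at room temperature. ATP was read by Kinase-Glo luminescence; data normalized to uninhibited and no-enzyme controls.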
Tb PYK inh = T. brucei pyruvate kinase inhibition; Q57TT1; AID 624173; TbPYK enzyme, Kinase-Glo Plus ATP luminescence, 45 min; 410,000 compounds, 0.12% hits; Potency, µM (titrated, usually from 76.8 µM), inactives show top-dose activity, negative = inhibition, actives largely listed as inhibitors; also: potency is read from the fitted curve at half-maximal effect; % is scaled to controls: 0 for no effect and ±100 for the full control effect; nearly all actives have a fitted effect of over 50% in size
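Luminescence from Kinase-Glo Plus, added after a 45-minute room-temperature reaction, served as the end-point read-out. The enzyme and substrate were preincubated with compound before ADP (130 uM final) initiated turnover. Concentration-effect curves came from normalized qHTS data.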
Pf growth 48h = inhibits P. falciparum growth in the first generation, 48 h; P. falciparum luciferase growth in erythrocytes, 48 h; Potency, µM (titrated, usually from 28.7 µM), inactives show at the top dose activity change, negative = inhibition, actives largely listed as inhibitors; 310,000 compounds, 5.9% hits; also: potency is read from the fitted curve at half-maximal effect; % is scaled to controls: 0 for no effect and ±100 for the full control effect
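In quantitative HTS format, infected erythrocytes bearing luciferase-reporter parasites were treated for a single generation at 37 C. Luminescence after adding detection reagent served as the growth measure.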
AmpC no deterg = inhibitors of E. coli AmpC beta-lactamase without detergent; AmpC nitrocefin hydrolysis, absorbance 480 nm, 0.0001% Triton; Potency, µM (series often up to 57.1 µM), without a hit: at the top dose activity change, negative = inhibition, usual class: inhibitors; P00811; 330,000 compounds, 0.52% hits;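 also: potency is read from the fitted curve at half-maximal effect; plate controls were no compound for no effect and no enzyme for full effect; nearly all actives have a fitted effect of over 20% in size; some results filed as inactive show a strong effect at the top dose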
Target sequence (P00811 whole entry, looked up): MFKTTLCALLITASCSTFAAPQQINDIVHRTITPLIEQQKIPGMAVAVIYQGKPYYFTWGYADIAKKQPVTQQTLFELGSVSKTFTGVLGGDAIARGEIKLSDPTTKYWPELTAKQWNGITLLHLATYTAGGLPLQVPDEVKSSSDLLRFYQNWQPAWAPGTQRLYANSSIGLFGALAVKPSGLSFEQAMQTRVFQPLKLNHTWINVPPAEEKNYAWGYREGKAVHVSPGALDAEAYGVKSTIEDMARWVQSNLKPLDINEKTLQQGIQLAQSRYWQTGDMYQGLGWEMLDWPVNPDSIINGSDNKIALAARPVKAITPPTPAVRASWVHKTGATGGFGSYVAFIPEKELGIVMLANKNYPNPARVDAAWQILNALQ
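AmpC (5.3 nM in the dispensed reagent) in 20 mM phosphate pH 7.0 with 0.01% (detergent screen) or 0.0001% Triton X-100 was preincubated with compounds for 15 min at room temperature. Nitrocefin was then added from an 800 uM solution, and hydrolysis was followed at 480 nm.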
An asterisk follows results filed as active; ? = inconclusive; . = not tested or not shown; & = joins results of further samples; [ ] = dose if it differs, or a comment. Unless noted, calls follow the shape of the dose curve; as a rule, active = well fitted curve in the direction sought with a large enough effect; inconclusive = small, poorly fitted or top-dose-only effect, or another doubt; inactive = no such curve, though single readings can be large; an effect the other way counts as inactive or inconclusive.

SMILES	Pf growth 96h	Shiga inhibitor	Cycloheximide cs	LmPK inhibitor	Tb PYK inh	Pf growth 48h	AmpC no deterg
CC1(C(=O)NNC(=O)c2cccc([N+](=O)[O-])c2)CC1(Br)Br (stereo not given)	1%	21	7	1%	-8%	20%	-21%
Cc1ccc(S(=O)(=O)NCCC(=O)N2CCN(Cc3ccccc3)CC2)cc1	-1%	-3	-2	2%	8%	1%	61%[activator]
CC(=O)Nc1cccc2c1C(=O)N(c1ccc(C)cc1)C2=O	19%	35*	15*	2%	-1%	29%	-10%
O=C(C1CCCN1S(=O)(=O)c1cccc2cccnc12)N1CCN(c2ccccc2)CC1 (stereo not given)	83%[activator]	11	-1	-4%	-8%	.	22%
Cc1cc(OCC(=O)NC2CCN(C)CC2)ccc1[N+](=O)[O-]	?	-5	-1	1%	2%	8%	-14%
Cc1ccc(-n2nc(C)c3c2NC(=O)CSC3c2ccc3c(c2)OCO3)cc1 (stereo not given)	?	34	11	10%	3%	?	-50%
COC(=O)/C(=C(/F)Sc1cc(C)c(O)c(C)c1)C(F)(F)F	.	-6	8	2%	-6%	9.3µM*	-22%
Clc1ccc(-c2c[nH]c3ccccc23)nn1	39%[activator]	50	5	1%	-2%	-50%[1.15 µM]	-7%
CCOc1ccccc1CNC(=O)CCC(=O)N1Cc2ccccc2Oc2ncccc21	9.3µM*	-10	-9	-5%	0%	-15%	42%
CCNc1nc(NC(C)(C)C)nc(Oc2ccc(=O)n(-c3ccccc3)n2)n1	24%	1	5	3%	1%&0%	4%[5.75 µM]	1%
O=C(CSc1n[nH]c(-c2cccnc2)n1)Nc1ccc(Cl)cc1	5%	-4	2	4%	0%	25%	-19%
O=C1CCCN1CC(=O)N1CCCC(N2CCN(c3cccc(Cl)c3)CC2)C1 (stereo not given)	?	44*	30*	-4%	-5%	-7%	33%
Cc1ccc(NC(=O)OC(C)CNC(=O)Oc2cccc(C)c2)cc1 (stereo not given)	?	74*	38*	10%	2%	85%[activator]	96%[activator]
CC(C(=O)NCc1cccs1)N1C(=O)c2ccccc2C1=O (stereo not given)	15%	-2	-1	1%	-6%	0%	-4%
CCN(CC)CC#CCC1(O)c2ccccc2-c2ccccc21	?	-8	1	-6%	5%	?	-11%
O=C(CSc1ccc(Cl)cc1)N1CCN(c2ccc(Cl)cc2[N+](=O)[O-])CC1	4%	19	1	-1%	-5%	-6%	0%
CN(C)c1nc(OCCNC(=O)COc2ccccc2Cl)nc(N(C)C)n1	?	7	-3	2%	1%	?	134%[activator]
O=C(c1cnc(N2CCN(c3ncccn3)CC2)c2ccccc12)N1CCN(c2ncccn2)CC1	?	-9	-2	-1%	1%	?	129%[activator]
O=C(Nc1cccc(C(F)(F)F)c1)c1cccn(Cc2ccc3c(c2)OC(F)(F)O3)c1=O	1%	-3	-1	3%	-6%	-8%	-17%
Cc1ccc(CCNC(=O)c2sc3nc4n(c(=O)c3c2C)CCC4)cc1	49%[activator]	17	5	1%	-26%	4%	106%[activator]
Cc1ccc(C)n1-c1ccc(C(=O)/C=C/N(C)C)cc1	15µM*	38	16	-11%	-2%	?	-20%
O=C1C(Cc2ccc(O)cc2)NC(=S)N1c1ccccc1 (stereo not given)	?	-16	7	0%	-12%	36%[activator]	-33%
COc1ccc(CC(=O)N2CCCC(C)C2)cc1 (stereo not given)	39%[activator]	64	16	2%	10%	10%	0%
CCC1(C)Cc2ccccc2-c2c1c(=O)n(-c1ccc(C)cc1)c1nnnn21 (stereo not given)	.	-20	2	-2%	2%	9%	-23%
CCOc1cc(/C=C2\C(=O)N(c3nc(-c4ccc(Br)cc4)cs3)N=C2c2ccccc2)ccc1O	4%	5	1	-4%	-11%	.	16µM*
Next records.
SMILES	Pf growth 96h	Shiga inhibitor	Cycloheximide cs	LmPK inhibitor	Tb PYK inh	Pf growth 48h	AmpC no deterg
CCC(=O)NCCc1nc2cc(NC(=O)c3ccc(F)cc3)ccc2n1C	204%[activator]	89*	43*	-1%	3%	-19%[0.00184 µM]	2%
O=C(CSc1nc2c(c(=O)n1-c1ccc(Br)cc1)SCC2)NCC1CCCO1 (stereo not given)	?	-11	-1	3%	-4%	-19%	-12%
O=C(/C=C/c1ccc(S(=O)(=O)N2CCOCC2)cc1)NCc1ccccc1Cl	?	-5	3	-2%	-2%	?	23%
COc1ccc2cc(CN(CC3CCCO3)S(=O)(=O)c3ccc(C(C)=O)cc3)c(=O)[nH]c2c1 (stereo not given)	?	64*	19*	1%	-2%	.	44%
Cc1ccc(NC(=O)C2CCN(S(=O)(=O)c3cccc4cccnc34)CC2)nc1	-15%	-8	-3	12%	-3%	.	-3%
Cc1ccc2[nH]cc(CCNC(=O)c3ccc([N+](=O)[O-])cc3)c2c1	40%[activator]	15	0	2%	-7%	22%	-16%
CC(C)CN(C(=O)CCC1CCCCC1)c1c(N)n(CC(C)C)c(=O)[nH]c1=O	?	.	.	.	-3%	-10%	-6%
CC(=O)Nc1ccc2nc(-c3cccs3)[nH]c2c1	49%[activator]	68*	27*	-22%	-9%	82%[activator]	-13%
CCN(CC)C(=O)c1ccc(COc2ccccc2Cl)o1	?	29	21*	-4%	2%	13%	21%
CC(C)C(OC(=O)c1cc2occc2n1C)C(=O)NCc1ccc2c(c1)OCO2 (stereo not given)	?	-13	-1	2%	0%	5%	2%
CCOc1ccc(NS(=O)(=O)c2cc(OC)ccc2OC)cc1	.	-11	0	-1%	-6%	23%	-13%
Cc1ccc(OCC(=O)Nc2ccc(NC(=O)c3ccccc3)c(C)c2)cc1	?	6	-1	0%	-2%	-10%	-16%
O=C(CSc1nnc(CNC(=O)c2ccco2)o1)Nc1ccccc1F	-10%	-5	-2	-10%	-20%	10%	-9%
COc1cccc(-c2cc3nc(-c4ccccc4)cc(N4CCCC(O)C4)n3n2)c1 (stereo not given)	8%	-9	1	-6%	1%	12µM*	132%[activator]
Cc1ccc(CNc2oc(-c3ccco3)nc2S(=O)(=O)c2ccccc2)cc1	?	9	9	0%	4%	10µM*	-33%
CCCCc1c(C)c2cc(C)ccc2[nH]c1=O	-29%	18	-3	3%	2%	.	-40%
Cc1cc(C)c2cc(C#N)c(N3CCCN(C(=S)NCCCN(C)C)CC3)nc2c1	10µM*	-3	-7	-4%	-12%	-45%	33%
CN(C)c1ccc(NC(=O)CN2C(=O)CN=C(c3ccccc3)c3ccccc32)cc1	.	-7	-6	-5%	-20%	2%	13%
CN(CC(=O)O)c1ccc(C(F)(F)F)cc1[N+](=O)[O-]	40%[1.15 µM]	-8	11	0%	-15%	20%	-22%
Cc1ccn(CC(=O)NC2CCCN(Cc3ccc(CC(C)C)cc3)C2)n1 (stereo not given)	-13%	-21	-2	-8%	-6%	9%	92%[activator]
CCCCNC(=S)N(CCN(C)C)Cc1cc2cc3c(cc2[nH]c1=O)OCCO3	?	-18	-2	-2%	-8%	?	-15%
CN1/C(=C\C=Nc2cc(S(=O)(=O)N3CCOCC3)ccc2N2CCOCC2)C(C)(C)c2ccccc21	8.3µM*	-12	-7	6%	9%	-25%	113%[activator]
CCOC(=O)CNC(=O)CSc1nnc(NC(=O)c2ccccc2Cl)s1	34%[activator]	59*	29*	-20%	-3%	6%	-15%
COc1ccccc1CNc1nc2nc(C)c(C)c(=O)n2[nH]1	4%	-2	3	-1%	2%	15%	-9%
COc1cccc(C(N)=O)c1OC(=O)Cc1ccccc1F	41%[activator]	33	17	-3%	-18%	37%[activator]	-14%

In the list so far, these contain two or more sulfur atoms:
SMILES	Pf growth 96h	Shiga inhibitor	Cycloheximide cs	LmPK inhibitor	Tb PYK inh	Pf growth 48h	AmpC no deterg
O=C(CSc1nc2c(c(=O)n1-c1ccc(Br)cc1)SCC2)NCC1CCCO1 (stereo not given)	?	-11	-1	3%	-4%	-19%	-12%
CCOC(=O)CNC(=O)CSc1nnc(NC(=O)c2ccccc2Cl)s1	34%[activator]	59*	29*	-20%	-3%	6%	-15%

The list goes on:
SMILES	Pf growth 96h	Shiga inhibitor	Cycloheximide cs	LmPK inhibitor	Tb PYK inh	Pf growth 48h	AmpC no deterg
O=C(CNS(=O)(=O)c1cccs1)N1CCCC1	?	7	-3	1%	1%	10%	-10%
O=C(NCCCO)NC12CC3CC(CC(C3)C1)C2	?	-4	-2	1%	0%	.	2%
O=C(Nc1ccc(Cl)cc1)Nc1ccccc1Sc1ncc([N+](=O)[O-])s1	40%[activator]	63*	34*	3%	-28%	2.6µM*	-50%
CCn1ccc2cc(OC)ccc2c1=S	83%[activator]	-5	6	0%	5%	?	-12%
O=C(CSc1ccc(-c2ccc(F)cc2)nn1)Nc1ccc2c(c1)OCCO2	3%	10	11	1%	3%	7%	-16%
O=C1NC(=O)N(c2ccc3c(c2)OCO3)C(=O)/C1=C\c1ccc(N2CCCCC2)o1	-22%	11	-2	3%	-17%	-6%	-28%
C=CCn1c(C)cc(C(=O)COC(=O)/C=C/c2ccc(OC)cc2)c1C	18%	-4	10	2%	1%	3%	-24%
O=C(c1ccc(F)cc1)C1CCN(C(=O)c2ccccc2F)CC1	?	2	1	-5%	7%	33%[activator]	26%
CCN(CC)c1ccc(C(=O)N/N=C/c2ccc(OC)cc2OC)cc1	-24%	10	12	-6%	-2%	?	-29%
COc1cc2c(=O)n(CCCC(=O)NCC3CCCO3)c(=O)n(CC(=O)c3ccc(F)cc3)c2cc1OC (stereo not given)	-17%	-2	11	1%	8%	?	24%
COc1ccc(CNC(=O)C[C@H]2C(=O)N(c3ccccc3)C[C@@H]2Cc2ccccc2)cc1	?	-3	1	-3%	-9%	-19%	10%
COc1cc(C(=O)OC(C)CN2CCOCC2)cc(OC)c1OC (stereo not given)	105%&31%[activator]	-4&-16	-3&-2	0%&1%	13%&5%	4%&-6%	-4%&-5%
CC(=O)N/N=C/c1ccc([N+](=O)[O-])o1	12µM*	.	.	.	-7%	?	.
Cc1ccc(C(=O)CCS(=O)(=O)c2ccc(Br)cc2)cc1	32%[activator]	-1	-3	-8%	2%	-5%	-6%
Cc1ccc(-c2ccc(CCC(=O)O)n2C(C)C)cc1	?	-6	-2	0%	-2%	.	-10%
COc1ccc(C(=O)Nc2ccc(S(=O)(=O)N3CCCC3)cc2)cc1	13%	38	4	5%	5%	?	-22%
OC(COc1ccc(Cl)cc1)CN1CCCCC1 (stereo not given)	23%	-11	-3	-3%	0%	33%[activator]	0%
COc1ccc(OCc2nc3c4c(ncn3n2)-c2ccccc2CC42CCCC2)cc1	13µM*	-14	1	2%	5%	?	-30%
c1ccc(-c2ccc(-c3nc(-c4ccccn4)no3)cc2)cc1	?	-6	-8	14µM*	?	.	63%[activator]
Cc1ccc(NC(=O)C2CCCNC2=O)nc1 (stereo not given)	2%	-5	-3	-3%	-8%	16%	-14%

Some entries already given, limited to Shiga inhibitor, Cycloheximide cs and Tb PYK inh.
molecule | Shiga inhibitor | Cycloheximide cs | Tb PYK inh
c1ccc(-c2ccc(-c3nc(-c4ccccn4)no3)cc2)cc1 | -6 | -8 | ?
C=CCn1c(C)cc(C(=O)COC(=O)/C=C/c2ccc(OC)cc2)c1C | -4 | 10 | 1%
COc1cc(C(=O)OC(C)CN2CCOCC2)cc(OC)c1OC (stereo not given) | -4&-16 | -3&-2 | 13%&5%
